# HCV NS3 hel inh: blocks Hepatitis C virus NS3 helicase unwinding; NS3 helicase DNA unwinding, Cy5 molecular beacon fluorescence; inhibition, % at 10.9 µM; hit rate 0.56% among 290,000;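 active means inhibition above the mean of all tested compounds plus 3 SD, set per campaign, cut at about 35% in these data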;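 further: 0% = DMSO wells and 100% = thioflavine S control wells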
#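 Assay system: hepatitis C virus NS3 helicase domain fragment enzyme. Also added: annealed dual-labelled DNA beacon duplex, ATP-started. Timing: 1 h reaction at 25 °C, ATP-initiated. Technique: Cy5 fluorescence at 0 and 60 min, beacon hairpin quenching. Evaluation: % inhibition of unwinding. Replication: one well per compound.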
# PHOSPHO1 inh: PHOSPHO1 (human) inhibition; Q8TCT1; recombinant PHOSPHO1, absorbance phosphatase assay; inhibition, % at 13.3 µM; hit rate 1.1% among 290,000; in the data active means inhibition above about 60%
# FID counter: counter-screen for HCV NS3 helicase inhibitors: DNA intercalator displacement. DNA fluorescent intercalator displacement, fluorescence. hit rate 0.17% among 290,000. inhibition, % at 7.9 µM; in the data active means inhibition above about 37%;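 further: 0% = vehicle and 100% = reference compound; higher means more ethidium bromide displaced from hairpin DNA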
# V1aR counter: activates human V1a receptor in oxytocin agonist counter-screen; P37288; CHO-V1R cells, Fluo-8 calcium fluorescence, agonist mode; 0% DMSO, 100% 3 nM vasopressin; activation, % at 3 µM; hit rate 0.25% among 320,000; AID 2797;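 active means activation above the mean activation of all tested compounds plus 3 SD, per screening run, cut at about 20% in these data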;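 further: signal is peak over basal fluorescence ratio across a 100 second FLIPR read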
# VIM-2 inhibitor: inhibitors of Pseudomonas aeruginosa VIM-2 metallo-beta-lactamase; inhibition, % at 5.6 µM; AID 1527; purified VIM-2, nitrocefin hydrolysis, epi-absorbance fluorescence; hit rate 0.89% among 290,000;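 active means inhibition above the mean of all tested compounds plus 3 SD, cutoff set per screening run, cut at about 7.5% in these data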;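 further: red hydrolysis product quenches plate fluorescence so inhibitors raise well fluorescence; 0% = enzyme with DMSO and 100% = DMSO without enzyme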
# OXTR ag: activates the human oxytocin receptor | activation, % at 3 µM | hit rate 0.32% among 320,000 | CHO-OTR cells, Fluo-8 calcium fluorescence; normalized: DMSO 0%, oxytocin 100% | P30559;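 active means activation above the mean of all tested compounds plus 3 SD, cutoff set per screening run, cut at about 20% in these data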;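 further: peak over basal fluorescence ratio from a 100 s FLIPR kinetic read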
# Target sequence (P30559 whole entry, looked up): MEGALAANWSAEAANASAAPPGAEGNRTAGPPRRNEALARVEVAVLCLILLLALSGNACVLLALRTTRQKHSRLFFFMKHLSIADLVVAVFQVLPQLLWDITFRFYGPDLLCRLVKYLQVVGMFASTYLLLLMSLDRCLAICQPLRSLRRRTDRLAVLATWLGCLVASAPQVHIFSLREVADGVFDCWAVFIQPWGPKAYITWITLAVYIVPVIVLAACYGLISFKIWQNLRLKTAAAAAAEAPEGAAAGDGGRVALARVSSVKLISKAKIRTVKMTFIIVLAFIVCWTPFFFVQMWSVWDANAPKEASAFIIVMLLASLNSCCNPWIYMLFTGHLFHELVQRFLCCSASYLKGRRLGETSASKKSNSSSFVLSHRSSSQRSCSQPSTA
# IMP-1 inhibitor: blocks Pseudomonas aeruginosa IMP-1 metallo-beta-lactamase. inhibition, % at 5.6 µM. hit rate 0.45% among 290,000. purified IMP-1, nitrocefin hydrolysis, epi-absorbance fluorescence. AID 1556;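 active means inhibition above the mean plus 3 SD of all compounds in the same screening run, cut at about 4.5% in these data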;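 further: 0% = IMP-1 with DMSO and 100% = DMSO wells lacking enzyme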
#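 System – purified recombinant IMP-1 beta-lactamase · Input – IMP-1 dispensed at 0.2 nM · Timing – 15 min preincubation plus 25 min reaction at 25 °C · Signal – Epi-absorbance fluorescence, 480 nm excitation, 530 nm emission · Measure – percent IMP-1 inhibition derived from blank-referenced optical density · Controls – Enzyme-plus-DMSO low control, enzyme-free DMSO high control · Replication – singlicate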
# GalR3 antagonist: antagonists of human GalR3. O60755. HEK293 GalR3-CNG cAMP membrane potential fluorescence; galR3 body fused to GalR1 C-terminus. inhibition, % at 3 µM. hit rate 0.44% among 360,000. AID 651719;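 active means inhibition above the screen-wide average plus 3 SD, cut at about 13% in these data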;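 further: forskolin and galanin both at EC90 stimulate the cells; cAMP rise reported by CNG channel membrane potential dye signal; 0% = forskolin plus galanin with DMSO and 100% = forskolin alone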
# Target sequence (O60755 1-299 limits assumed): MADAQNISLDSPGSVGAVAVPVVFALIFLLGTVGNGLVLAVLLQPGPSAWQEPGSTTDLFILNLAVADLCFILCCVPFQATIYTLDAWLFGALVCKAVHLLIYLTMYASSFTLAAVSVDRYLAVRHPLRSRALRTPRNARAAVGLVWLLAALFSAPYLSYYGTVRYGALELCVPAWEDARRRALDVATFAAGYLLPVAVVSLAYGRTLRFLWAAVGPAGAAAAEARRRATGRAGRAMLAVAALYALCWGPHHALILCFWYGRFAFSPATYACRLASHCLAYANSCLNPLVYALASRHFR
# GPR7 antag: antagonists of human GPR7 (neuropeptides B/W receptor 1). P48145. GPR7-expressing cells, fluorescence antagonist assay. inhibition, % at 4.4 µM. hit rate 1.1% among 290,000; in the data active means inhibition above about 16%, passing the limit was not always enough;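 further: cells stimulated with the agonist NPW; 0% = agonist with vehicle and 100% = vehicle without agonist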
# Target sequence (P48145 whole entry, looked up): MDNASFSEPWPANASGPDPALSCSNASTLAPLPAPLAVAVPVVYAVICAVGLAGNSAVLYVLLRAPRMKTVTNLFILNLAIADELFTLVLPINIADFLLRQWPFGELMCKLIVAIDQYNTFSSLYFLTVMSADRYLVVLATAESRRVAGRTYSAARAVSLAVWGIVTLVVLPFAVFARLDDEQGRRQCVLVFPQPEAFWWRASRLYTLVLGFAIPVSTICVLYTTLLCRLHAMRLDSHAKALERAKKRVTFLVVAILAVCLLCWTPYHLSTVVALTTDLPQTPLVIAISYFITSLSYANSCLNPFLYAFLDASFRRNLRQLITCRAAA
# Active calls of the source: *; / = no result given.
Molecule	HCV NS3 hel inh	PHOSPHO1 inh	FID counter	V1aR counter	VIM-2 inhibitor	OXTR ag	IMP-1 inhibitor	GalR3 antagonist	GPR7 antag
CCOc1ccc(N(C)c2ccc(/C=C3/SC(=S)NC3=O)cc2)cc1	33	-12	-6	12	2.1	12	6.5*	-11	27
O=C(CN(Cc1cccs1)C(=O)CSc1nnc(COc2ccccc2)o1)NC1CCCC1	-6	20	3	-0.8	3.1	-0.6	0.5	-3	18
CCCCCCCC(=O)N1c2ccccc2NC(=O)C1CC(=O)Nc1ccc(C(=O)O)cc1 (stereo not given)	10	20	-35	2.3	0.9	0.3	-0.6	-9	-18
Cc1cc(C)cc(N2CC(C(=O)NC3CCCCC3)CC2=O)c1 (stereo not given)	-2	27	-33	-0.1	-0.8	0.2	-2.5	-8	-2
COc1ccccc1C(=O)NCCC(=O)NCC(C)(C)N1CCOCC1	-1	33	-2	0.1	-0.9	0.1	-1.6	2	-21
CC(=O)Nc1nnc(SCC(=O)NCC2CCCO2)s1 (stereo not given)	/	86*	/	0.9	/	-0.3	/	-1	/
COc1ccc(CNC(=O)CSc2n[nH]c(C)c2[N+](=O)[O-])cc1	0	-7	5	0.9	-4.5	-1.7	-2.0	-2	-4
Cc1ccc(S(=O)(=O)NCCC(=O)Nc2cc(F)ccc2C)cc1C	-2	35	-16	0.1	-1.4	1.0	-3.3	-6	-10
CC1CC(=O)N(c2ccc(Br)cc2)C(=O)C1	3	38	-1	-1.8	-1.4	1.4	-1.5	-7	6
CC(C)c1nnc(NC(=O)CSc2nnc(-c3ccco3)o2)s1	10	16	-12	-0.2	-4.8	0.2	-1.4	0	2

# Ordered by value in HCV NS3 hel inh (ascending): three from the list above
Compound | HCV NS3 hel inh
COc1ccc(CNC(=O)CSc2n[nH]c(C)c2[N+](=O)[O-])cc1 | 0
CCCCCCCC(=O)N1c2ccccc2NC(=O)C1CC(=O)Nc1ccc(C(=O)O)cc1 (stereo not given) | 10
CCOc1ccc(N(C)c2ccc(/C=C3/SC(=S)NC3=O)cc2)cc1 | 33

# More results follow:
Molecule	HCV NS3 hel inh	PHOSPHO1 inh	FID counter	V1aR counter	VIM-2 inhibitor	OXTR ag	IMP-1 inhibitor	GalR3 antagonist	GPR7 antag
COC(=O)c1c(NC(=O)C2CCCO2)sc2c1CCC2 (stereo not given)	-3	11	-10	-1.7	2.9	-2.4	-0.6	-6	-2
COc1cc2c(cc1OC)C(C)N(C(=O)c1cc3c(s1)-c1ccccc1OC3)CC2 (stereo not given)	-36	-11	-28	-0.1	-1.3	-0.7	-0.9	-2	-2
O=C(Nc1ccc(S(=O)(=O)N2CCc3ccccc3C2)cc1)c1ccccc1	-11	6	3	1.6	-3.2	0.1	-2.6	-5	2
CCCNc1c(NS(=O)(=O)c2ccc(Br)cc2)c(=O)oc2ccccc12	3	17	-24	0.3	-3.2	-0.6	-2.5	0	-5
CN(C)CCNC(=O)c1[nH]nc2c1CCc1ccccc1-2	3	/	0	0.6	-3.1	0.0	-2.8	-15	-4
Cc1cc(C)cc(NC(=O)C(=O)NCc2ccccn2)c1	7	3	-6	-0.8	-5.7	-2.9	-5.0	-3	-8
COc1cccc2cc(C(=O)NCc3ccccn3)c(=O)oc12	6	-1	0	-0.1	0.8	0.5	-4.8	3	-5
CCCn1c(CC)nc([N+](=O)[O-])c1Sc1ccc(F)cc1	0	-4	-9	-0.4	-2.6	-1.5	-1.6	-7	3
Cc1ccc(NCc2nnc(SCC(=O)N(Cc3ccccc3)C(C)(C)C)o2)c(C)c1	-16	-12	-26	-0.4	-1.8	-1.2	-0.5	-5	-11
CC(C)(CSc1ccccn1)NS(=O)(=O)c1ccc(Cl)cc1	-8	1	-27	-0.7	-2.8	-2.3	-2.9	-2	-7

# A draw from above in order of number of heavy atoms, largest number first:
Molecule	HCV NS3 hel inh	PHOSPHO1 inh	FID counter	V1aR counter	VIM-2 inhibitor	OXTR ag	IMP-1 inhibitor	GalR3 antagonist	GPR7 antag
Cc1ccc(NCc2nnc(SCC(=O)N(Cc3ccccc3)C(C)(C)C)o2)c(C)c1	-16	-12	-26	-0.4	-1.8	-1.2	-0.5	-5	-11
O=C(Nc1ccc(S(=O)(=O)N2CCc3ccccc3C2)cc1)c1ccccc1	-11	6	3	1.6	-3.2	0.1	-2.6	-5	2
CN(C)CCNC(=O)c1[nH]nc2c1CCc1ccccc1-2	3	/	0	0.6	-3.1	0.0	-2.8	-15	-4
CC(=O)Nc1nnc(SCC(=O)NCC2CCCO2)s1 (stereo not given)	/	86*	/	0.9	/	-0.3	/	-1	/
CC1CC(=O)N(c2ccc(Br)cc2)C(=O)C1	3	38	-1	-1.8	-1.4	1.4	-1.5	-7	6

# Following part.
Molecule	HCV NS3 hel inh	PHOSPHO1 inh	FID counter	V1aR counter	VIM-2 inhibitor	OXTR ag	IMP-1 inhibitor	GalR3 antagonist	GPR7 antag
CC(C)C(=O)Nc1ccc(-c2nc3ccccc3c(=O)o2)cc1	1	26	-13	-0.3	-1.1	-2.1	-2.5	0	-6
COc1ccc(C(CC(=O)Nc2ccc(F)cc2)c2ccccc2)cc1 (stereo not given)	-10	-21	-10	0.6	-4.5	-2.1	-1.4	-3	-9
Cc1csc(NC(=O)CSC2=NCCS2)n1	4	51	-10	0.6	-1.5	0.2	-1.6	-4	-4
O=C(NN=C1CCCC1)c1sc2ccccc2c1Cl	18	-32	-6	-0.4	1.9	-0.9	-2.5	-2	-4
Cc1ccc(S(=O)(=O)NCC(C)n2nc(C)nc2C)cc1 (stereo not given)	-2	31	-7	0.3	-1.3	0.1	-1.8	-11	0
CCN(CC)c1ccc(C(=S)N2CCN(c3ccccc3)CC2)cc1	9	74*	-4	-0.1	-1.3	-1.0	-2.8	-2	-3
Cc1ccc(N2CC(C(=O)NCc3ccc4c(c3)OCO4)CC2=O)cc1C (stereo not given)	5	13	-13	2.5	-3.3	-0.6	-2.1	-1	4
COCc1cc(C)[nH]c(=O)c1C(=O)NC12CC3CC(CC(C3)C1)C2	0	-1	-10	1.2	1.0	1.1	-2.2	-1	-3
CCN1CCN(CCNC(=O)c2ccc(CS(=O)c3ccc(Cl)cc3)o2)CC1 (stereo not given)	0	29	2	0.3	-4.4	0.2	-1.1	2	-2
C[C@@H]1CN(C(=O)c2nc3ccc(Cl)cn3c2CN2CCc3sccc3C2)C[C@H](C)O1	0	44	-23	0.2	1.6	-1.4	-2.7	0	-5
CC(=O)c1ccc(N2CCN(C(=S)Nc3ccccc3F)CC2)cc1	-8	-6	1	5.0	-0.2	4.7	-1.3	-5	1
CCC(=O)c1ccc(OCC(O)CN2C(=O)NC(C)(C)C2=O)cc1 (stereo not given)	/	-5	/	-0.9	/	1.0	/	-3	/
Cc1cc(C)cc(NC(=O)C(OC(=O)c2cccs2)c2ccccc2)c1 (stereo not given)	-8	7	-8	1.2	-2.3	-1.8	-1.2	-6	7
Cn1c2c(c(=O)n(C)c1=O)C(NS(=O)(=O)c1ccccc1)(C(F)(F)F)C(=O)N2 (stereo not given)	4	18	-3	0.6	-0.1	1.3	-3.2	0	-11
Cc1ccc(NS(=O)(=O)c2ccc(NC(=O)C3CCCO3)cc2)cc1 (stereo not given)	-2	7	-10	9.4	-2.8	8.6	-2.7	-4	2
CCCCCC(=O)N1CC2(CC(c3cccc(NC(=O)c4ccccc4)c3)=NO2)C[C@@H]1C(N)=O (stereo not given in full)	2	-3	-42	0.7	-1.5	-0.4	-3.5	-1	7
Cc1nc(-c2ccc(C(=O)Nc3ccccc3F)cc2)cs1	-1	42	-8	0.1	1.0	-0.1	-0.1	5	0
CCOC(=O)c1cnn(-c2ccccc2)c1N	5	4	-5	0.1	-1.9	-0.5	-4.5	-7	-4
Cc1nc(SCC(=O)NC(C)c2ccccc2)c2oc3ccccc3c2n1 (stereo not given)	2	28	-1	-0.4	-1.2	-0.6	-2.5	-2	-3
O=C(Nc1ccccc1)Nc1ccc(-n2ccc(C(F)(F)F)n2)cc1	0	-4	0	9.2	-1.3	4.9	-1.6	-1	-16
CN(Cc1ccccc1)Cc1nc2scc(-c3ccccc3)c2c(=O)[nH]1	-6	53	-20	-1.1	-3.6	-1.7	-2.9	11	-9
CC(=O)c1ccc(OCCCC(=O)Nc2cc(S(=O)(=O)N(C)C)ccc2C)cc1	13	-21	-16	1.9	-2.5	1.6	-4.2	1	-3
O=S(=O)(c1ccc(Cl)cc1)c1cnc2ccccc2n1	1	32	6	-0.3	-2.0	-1.8	-4.2	-3	-5
Cc1c(Cl)c([N+](=O)[O-])nn1CC(=O)NCc1cccs1	-17	-4	2	2.8	-1.1	-2.4	-3.4	0	-11
Cc1cccc([C@@H]2C[C@H]3CN(Cc4cccc(Cl)c4)C(=O)[C@]34CCCN24)n1	9	-37	-15	-0.6	-1.4	-2.4	-3.8	-3	-9
O=C(ON=C1CCN(S(=O)(=O)c2ccccc2)CC1)c1ccc(F)cc1	5	-1	-14	0.9	-2.1	1.3	-3.2	3	-1
O=C(CN1CCCCC1)Nc1ccccc1Cl	10	41	3	-0.5	-3.6	-0.4	-1.9	4	-10
CC(Sc1nc2ccccc2[nH]1)C(=O)Nc1ccccc1F (stereo not given)	1	37	6	-0.9	-0.6	-2.1	-1.9	-6	-5
Cc1cccc(NS(=O)(=O)c2ccc(-n3cccn3)cc2)c1C	-9	38	-22	6.9	-1.1	2.2	-1.8	-1	-13
CCOC(=O)/C(=N\Nc1cc(Cl)ccc1Cl)N1CCN(C)CC1	-38	0	9	2.4	1.3	3.0	-1.7	-11	2
CCCN1C(=O)C2(C(C(=O)c3ccc(C)o3)=C(O)C(=O)N2CCCN2CCOCC2)c2ccccc21 (stereo not given)	11	26	-19	0.7	-1.9	0.2	-3.6	/	-19
COc1cc(Nc2nc(SCC#N)nc3ccccc23)cc(OC)c1OC	3	18	-8	0.2	0.2	-1.2	-1.5	-5	-9
CCn1cnc2sc(C(=O)Nc3ccccc3OC)c(C)c2c1=O	0	38	-6	-0.1	-2.5	0.7	-2.2	-1	-6
O=C1CCC(C(=O)NCCN2C(=O)S/C(=C\c3cccnc3)C2=O)=NN1	1	-105	-2	-0.2	-4.0	0.7	-2.8	-4	-6
CCCCSC(=S)N(C)C1CCS(=O)(=O)C1 (stereo not given)	-1	22	-1	-0.5	-7.8	-0.6	-2.5	-2	-1
CCCCOc1ncnc2c1[nH]c1ccc(OCC)cc12	11	-5	-1	-0.5	-3.3	-2.2	-1.4	-6	8
CC(=O)c1ccc(OCc2cc(C(=O)N3CCN(c4ccccc4)CC3C)no2)cc1 (stereo not given)	-8	40	-41	6.8	-2.3	3.6	-3.7	-3	6
OCc1nc2ccccc2n1CCc1ccccc1	11	/	-11	-0.3	0.9	1.7	-2.0	-10	-5
